Compound activity from PubChem.
Cav32 inh: Cav3.2 calcium influx blockers – cell-based, Fluo-4 calcium fluorescence, FDSS, MLSMR library, primary screen | Voltage-dependent T-type calcium channel subunit alpha-1H (Homo sapiens), O95180 | Cav3.2-expressing cells; stronger effect = lower value | B-score at 10 µM | 100,000 tested, 4% active | AID 449739, 2010;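 active = single-dose well whose peak fluorescence ratio is a statistical outlier from its plate by either plate-standardised score or position-corrected B-score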
* = called active by the depositor. The list is partial; rates above refer to the full screens.

SMILES	Cav32 inh
O=P1(Oc2ccccc2)CC=C[C@H](COCc2ccccc2)O1 (stereo partly drawn)	-0.0312
COCCCn1c(N)c(C(=O)Nc2sc3c(c2C(=O)OC)CCCC3)c2nc3ccccc3nc21	0.161
COc1cccc2c1O[C@H]1C(=O)CC[C@H]3CN(C)CCC231 (stereo partly drawn)	0.363
Cc1ccc2ccccc2c1NC(=O)CNC1CCCCC1	-0.822
CCCCOC(=O)c1ccc(NC(=O)c2c(O)[nH]c(=O)[nH]c2=O)cc1	-1.07
COc1ccccc1N1CCN(Cc2ccc(Br)s2)CC1	-0.895
CC[n+]1c(/C=C/N(C)c2ccccc2)sc2ccc(Cl)cc21	0.057
Cc1cc(OCC(=O)NC2CCS(=O)(=O)C2)c2c3c(c(=O)oc2c1)CCC3 (stereo not drawn)	0.587
COc1ccc(OCC(=O)N2CCN(C(C)C)CC2)cc1	1.26
CCN1CCN(C(=O)COc2ccc(S(=O)(=O)N(C)Cc3ccccc3)cc2)CC1	0.814
Cc1ccc(-c2nc3ccccc3c(=O)n2-n2cccc2)cc1	0.287
OC12CCCCC1C(c1ccccc1)NCC2 (stereo not drawn)	-0.137
CCOC(=O)C(O)(c1ccc(NC(=O)NC2CCCCC2)cc1)C(F)(F)F (stereo not drawn)	-1.87
O=c1[nH]c(=O)n(Cc2ccco2)c(O)c1C=NCc1ccc2c(c1)OCO2	-0.221
CC1(C)C[C@H]2C=C(C=O)[C@]3(C=O)C[C@]3(C)[C@H]2C1	-2.88
CN1CCC(O)(c2ccccc2)C(C(=O)c2ccccc2)C1 (stereo not drawn)	1.06
CCC1=C(C)C(N2CCOCC2)=NP(N2CCOCC2)(N2CCOCC2)=N1	1.09
CCOC(=O)C(O)(c1ccc(N(CC)S(=O)(=O)c2ccccc2)cc1)C(F)(F)F (stereo not drawn)	-5.14*
CCC(C)C1NC(=O)C(C(C)=O)=C1O (stereo not drawn)	-0.406
Oc1c(Br)cc(Br)cc1Oc1ccc(Br)cc1Br	1.46
CN(C)CC1CSCCC1(O)c1cccc(Cl)c1 (stereo not drawn)	0.254
COC(=O)C1=C(c2ccccc2)C[C@@H]2CC[C@H]1N2C(=O)NC1CCCCC1	-1.77
CCN1C[C@@]2(COC)C3[C@@H](OC)[C@H]4[C@@H]1[C@@]3(C1C[C@H]3[C@H](O)C1[C@]4(O)C[C@H]3OC)[C@@H](OC)C[C@H]2O (stereo partly drawn)	-0.0131
C/C(=C/C=C/[C@@H](C)C(=O)O)[C@H]1CN[C@H](C(=O)O)[C@H]1CC(=O)O	-0.0814
Cn1c2ccccc2c2c(C(=O)N3CCC4(CC3)OCCO4)cn(C3CCCC3)c(=O)c21	0.274
C=C(C)[C@@]12OC3(c4ccccc4)O[C@@H]1C1[C@@H]4O[C@]4(CO)[C@@H](O)[C@]4(O)C(=O)C(C)=C[C@H]4[C@@]1(O3)[C@H](C)[C@H]2OC(=O)/C=C/C=C/c1ccccc1 (stereo partly drawn)	-4.42*
CCCCSP1(=S)NCCCN1	-0.212
O=C(COc1ccc(Cl)cc1)NC1CN2CCC1CC2 (stereo not drawn)	0.856
c1ccc(C2NCc3ccccc3-n3cccc32)cc1 (stereo not drawn)	-0.0212
COc1ccccc1CCNC1CCC(C(C)(C)C)CC1 (stereo not drawn)	-1.6

Next part, overlapping the part above by two compounds.
SMILES	Cav32 inh
c1ccc(C2NCc3ccccc3-n3cccc32)cc1 (stereo not drawn)	-0.0212
COc1ccccc1CCNC1CCC(C(C)(C)C)CC1 (stereo not drawn)	-1.6
Cc1cc(N2C(=O)C3CCCN3C2c2ccc(Cl)c(Cl)c2)no1 (stereo not drawn)	-0.347
c1ccc2c(CNC3CCCCCC3)c[nH]c2c1	0.0174
C=CCn1c(O)c(C(CC)=NC(C)c2ccccc2)c(=O)[nH]c1=O (stereo not drawn)	0.879
O=P1(Oc2ccccc2)C[C@@H](O)[C@@H](O)[C@H](COCc2ccccc2)O1 (stereo partly drawn)	0.819
CCOC(=O)C1=C(C)OC(N)=C(C#N)C12C(=O)N(C)c1ccccc12 (stereo not drawn)	0.735
CC(=NCCN1CCCCC1)c1c(O)[nH]c(=O)[nH]c1=O	-0.673
Cc1cc(N2C(=O)C3CCCN3C2c2ccccc2)no1 (stereo not drawn)	0.0587
O=P(N1CCCCC1)(N1CCCCC1)C(Cl)(Cl)Cl	-1.25
CN(Cc1ccccc1)C(=C(Cl)Cl)/C(=C1/NCCN1Cc1ccc(Cl)nc1)[N+](=O)[O-]	-1.73
Cc1ccc2c(c1)[C@@H]1CN(C)CC[C@@H]1N2C(=O)Nc1cccc(C(F)(F)F)c1	0.00536
CNC(C(=O)c1ccccc1)C(OC)c1ccccc1 (stereo not drawn)	0.223
O=C(c1cc(S(=O)(=O)N2CCCCC2)ccc1F)N1CCC2(CC1)OCCO2	0.445
CN1C(=O)C(=Cc2ccc(N3CCCCCC3)o2)C(=O)N(C)C1=S	-7.05*
CCCCn1c(O)c(C(CC)=NCc2cccnc2)c(=O)[nH]c1=O	-0.775
CCCCn1c(O)c(C=NCCCn2ccnc2)c(=O)[nH]c1=O	0.98
CCCCC/C=C\C/C=C\C/C=C\C/C=C\CCCC(=O)Nc1ccc(O)cc1	-1.19
CCCCn1c(O)c(C(CC)=NCCCN(C)C)c(=O)[nH]c1=O	0.504
Cc1occc1C(=O)N1CCC2(CC1)OCCO2	0.568
CCCCCCOc1ccc(CN2CCN(CC)CC2)cc1	0.467
CCC(COC(=O)NC)NC(=O)Oc1cccc(C)c1 (stereo not drawn)	0.262
CC(C)(C)N1Cc2ccccc2C1=N	-0.0513
Cc1cccc(N2C(=O)/C(=C/c3ccc(CN(CCC#N)S(C)(=O)=O)o3)C(=O)NC2=S)c1	1.02
Cn1nc(N)c2c1N=P(N1CCOCC1)(N1CCOCC1)N=C2c1ccccc1	0.0695
O=C(Nc1cccc(OC(=O)N2CCOCC2)c1)N1CCOCC1	-0.73
CCCN1C2CCCC1CC(NC(C)=O)C2 (stereo not drawn)	0.566
CC1CN=C(Nc2ccccc2)S1 (stereo not drawn)	0.665
COC(=O)C1=C(c2cc3ccccc3o2)C[C@@H]2CC[C@H]1N2C(=O)N1CCOCC1	-0.633
O=C(Cc1ccccc1)OCCNC(=O)c1cccnc1	0.468
Cc1cccc(CN2CCN(Cc3ccc(Cl)cc3)CC2)c1	-0.307
COC(=O)C1=C(c2cc3ccccc3s2)C[C@@H]2CC[C@H]1N2C(=O)N1CCOCC1	0.812

In the list so far, these have a CF3 group.
SMILES	Cav32 inh
CCOC(=O)C(O)(c1ccc(NC(=O)NC2CCCCC2)cc1)C(F)(F)F (stereo not drawn)	-1.87
CCOC(=O)C(O)(c1ccc(N(CC)S(=O)(=O)c2ccccc2)cc1)C(F)(F)F (stereo not drawn)	-5.14*
Cc1ccc2c(c1)[C@@H]1CN(C)CC[C@@H]1N2C(=O)Nc1cccc(C(F)(F)F)c1	0.00536

Other structures follow.
SMILES	Cav32 inh
CN1C(=O)C(C2(C#N)CCCCC2)C(=O)N(C)C1=O	1.35
CCC(=Nc1ccccc1NC(C)=O)c1c(O)n(C)c(=O)n(C)c1=O	0.751
CCN(CC)C(=O)c1ccc(N2C(=O)C3CC=C(Cl)CC3C2=O)cc1 (stereo not drawn)	1.23
O=C(CSc1ccccc1)N1CCC2(CC1)OCCO2	-0.0108
CCOC(=O)c1c(N)n(CCN2CCCCC2)c2nc3ccccc3nc12	-0.42
CCCC1=C(C(=O)OCC)C2(C(=O)Nc3ccc(C)cc32)C(C#N)=C(N)O1 (stereo not drawn)	-0.807
COc1cccc(Oc2c(C)oc3cc(OC(=O)N(C)C)ccc3c2=O)c1	-1.2
COC(=O)C1=C(c2cc3ccccc3s2)C[C@@H]2CC[C@H]1N2C(=O)NC1CCCCC1	-1.01
CN(C)c1ccc(N=Cc2c(O)n(CCC3=CCCCC3)c(=O)[nH]c2=O)cc1	0.0795
Nc1c2c(nc3sc4c(c13)CCCC4)CCCCC2	-0.832
CC1(C)CC(=O)C2=C(C1)NC(=O)C21C(C(=O)OC(C)(C)C)=C(N)Oc2ccc(Br)cc21 (stereo not drawn)	0.103
COC(=O)C(O)(c1ccc(NC(=S)NC(=O)c2ccccc2)cc1)C(F)(F)F (stereo not drawn)	-3.09
COC(=O)C1=CO[C@@H](C)[C@H]2CN3CC[C@]4(C(=O)Nc5ccccc54)[C@@H]3C[C@H]12	0.716
O=P(NS(=O)(=O)c1ccccc1)(Oc1ccccc1)Oc1ccccc1	0.129
CC(Oc1ccc(-c2ccccc2)cc1)C(=O)O (stereo not drawn)	-0.433

A section from the list above, as a working copy:
SMILES	Cav32 inh
CN1C(=O)C(C2(C#N)CCCCC2)C(=O)N(C)C1=O	1.35
CCC(=Nc1ccccc1NC(C)=O)c1c(O)n(C)c(=O)n(C)c1=O	0.751
CCN(CC)C(=O)c1ccc(N2C(=O)C3CC=C(Cl)CC3C2=O)cc1 (stereo not drawn)	1.23
O=C(CSc1ccccc1)N1CCC2(CC1)OCCO2	-0.0108
CCOC(=O)c1c(N)n(CCN2CCCCC2)c2nc3ccccc3nc12	-0.42

Other entries follow:
SMILES	Cav32 inh
CCn1nc(-c2ccccc2)nc2c(=O)n(C)c(=O)nc1-2	-1.67
C=CCn1c(O)c(C(C)=Nc2ccc(N(C)C)cc2)c(=O)[nH]c1=O	0.404
N/C(=N\N=C/c1ccc(-c2ccc(O)c(C(=O)O)c2)o1)N[N+](=O)[O-]	-0.453
Cc1ccc2c(c1)CNc1ccccc1O2	0.404
COc1cccc(-n2c(O)c(C=NCc3ccc4c(c3)OCO4)c(=O)[nH]c2=O)c1	0.143
CCOC(=O)c1c(-n2c(C)cc(/C=C3\C(=O)NC(=O)N(C)C3=O)c2C)sc2c1CCCC2	-4.04
CC1CCN(S(=O)(=O)c2ccc(NN=C(C#N)C#N)cc2)CC1	-8.41*
O=c1[nH]c(=O)n(-c2ccc(F)cc2)c(O)c1C=Nc1ccccc1N1CCCC1	1.35
Cc1ccc(C(=O)Nc2ccc(-n3ccnc3P(=O)(O)c3ccccc3)cc2)cc1	1.16
CCOc1ccccc1-n1c(O)c(C=Nc2ccc(N(CC)CC)cc2)c(=O)[nH]c1=O	-0.939
COc1ccc2c3c([nH]c2c1)C(C)NCC3 (stereo not drawn)	0.106
CN1C(=O)N(C)C(=O)C2(Cc3cc(N)ccc3N3CCN(c4ccccc4F)CC32)C1=O (stereo not drawn)	-0.684
Cn1c(O)c(C=NCCCC(=O)O)c(=O)n(C)c1=O	-0.0211
O=C(O)C(Cl)(Cl)Cl	2.66
Cc1ccccc1NC1=NCCCS1	0.0231
COc1ccccc1CC1C(=O)C2CCN1CC2 (stereo not drawn)	0.459
COC(=O)C1=C(c2cccc(OC)c2OC)C[C@@H]2CC[C@H]1N2C(=O)N1CCOCC1	0.908
COc1ccccc1CC1/C(=N/O)C2CCN1CC2 (stereo not drawn)	-0.087
Cc1ccc2nc3c(cc2c1)CC1(C(=O)N(C)C(=O)N(C)C1=O)C1CCCCN31 (stereo not drawn)	0.111
COC(=O)C1C2c3ccccc3OC1(C)N=c1s/c(=C/c3cnn(C)c3)c(=O)n12 (stereo not drawn)	-0.381
CCN(CC)CCCN=Cc1c(O)n(Cc2ccc(F)cc2)c(=O)[nH]c1=O	-0.491
COc1cc2c3cc1Oc1cc(ccc1O)C[C@@H]1c4c(cc(OC)c(O)c4Oc4ccc(cc4)C[C@H]3N(C)CC2)CCN1C	0.796
CN(C)CC1CSCCC1(O)c1ccccc1 (stereo not drawn)	-0.0709
COc1ccc(N=C2SCCCN2C)cc1	-0.899
CSc1nnc(C2CCNCC2)n1C	0.584
CC1(C)CC(=O)C(C2(O)C(=O)NC(=O)NC2=O)=C(O)C1	-0.119
C[N+]1(C)CCN(c2ccccc2)CC1	0.323
c1cc2c(cc1CCNC1CCCCCC1)OCO2	0.0324
CN(C)C(=O)Oc1ccc(OC(=O)c2ccccc2)cc1	-1.78
CCCCn1c(O)c(C(CC)=Nc2cccc(C(=O)O)c2)c(=O)[nH]c1=O	1.1
Cc1ccc(-n2nc(C)cc2NC(=O)COc2cc(C)cc3oc(=O)c4c(c23)CCC4)cc1	0.253
CC[N+](CC)(CC)CC	0.628
Cn1c(O)c(C=NC2C(=O)C3(C)CCC2C3(C)C)c(=O)n(C)c1=O (stereo not drawn)	-0.21
CCCCOC(=O)C1=C(N)OC2=C(C(=O)CC(C)(C)C2)[C@]12C(=O)N(C)c1ccccc12	0.544
CNC(C)Cc1ccccc1Sc1ccc(O)cc1 (stereo not drawn)	-0.807
CN1C2CCC1CC(OC(=O)CCN1CCCC1)C2 (stereo not drawn)	0.0649
COC(=O)C1=C(c2ccccc2)C[C@@H]2CC[C@H]1N2C(=O)NCc1ccc(F)cc1	-1.1
CCOP1(=S)Oc2cc3c(cc2C(C(=O)OC)(C(F)(F)F)O1)OCO3 (stereo not drawn)	-0.346
COc1cc(CN2CCN(c3cc(C)ccc3C)CC2)ccc1O	-2.86
CCOP(=O)(OCC)C(NC(=O)C(C)C)C(Cl)(Cl)Cl (stereo not drawn)	0.204
C=C(C)[C@H]1CN[C@H](C(=O)O)[C@H]1CC(=O)O	-0.985
CCC(C)N1C(=O)NC(=O)C2(Cc3c(ccc4ccccc34)N(C)C2)C1=O (stereo not drawn)	-3.29
O=C1NC(=S)NC(=O)C12C(c1ccc(F)cc1)NC(=S)NC2c1ccc(F)cc1 (stereo not drawn)	-0.227
COc1ccc(C(=O)C(C)(C)NO)cc1	-0.369
CCOC(=O)c1ccc(N2C(=O)CC(N3CC=C(c4ccc(F)cc4)CC3)C2=O)cc1 (stereo not drawn)	-0.867
